# HSF1 inh: HSF1 inhibition; NIH3T3-HGL HSE-luciferase, MG132-induced, luminescence 8 h; hits give low values; activity change, negative = inhibition, % at 7.5 µM (by protocol); actives 0.77% (n = 300,000); AID 2098;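 active = more than half of replicate wells show activity change below -50%, luminescence cut by over half; inconclusive = some wells, but at most half, below -50%; inactive = no replicate well below -50%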;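 note: luciferase reports HSF-1 transcriptional activity via heat shock element; 0% = median of DMSO wells and -100% = zero luminescence signal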
# HSF-1 act: increases HSF-1 driven luciferase reporter signal; actives 1.7% (n = 300,000); activation, % at 9 µM; NIH3T3-HGL HSF-1 luciferase reporter, MG132, 8 h; 100% = twice DMSO control signal;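 active = mean replicate activation of at least 50% with a set share of replicates each reaching 50%; inconclusive = only one of those two conditions met; inactive = mean below 50% and too few replicates reaching it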;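 note: 0% = median of the neutral control wells and 100% = twice that signal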
# aSyn UTR inh: 5' untranslated region of α-synuclein, MLPCN primary screen | alpha-synuclein 5'UTR reporter, inhibitor activity | inhibition, % (tested at 7.5 µM) | actives 0.82% (n = 300,000) | AID 1813; in the data active = inhibition above about 60%; inconclusive = no clear call, values can overlap the other calls;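 note: H4 neuroglioblastoma cells stably carrying SNCA 5'UTR luciferase fusion; 0% = DMSO wells and 100% = positive control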
# Platelet DG rel: platelet dense granule release activity. inhibition, %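 (compounds screened at 7.5 µM in platelet-rich plasma)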. AID 1663. actives 0.22% (n = 300,000). human platelet-rich plasma, SFLLRN dense granule ATP release, luminescence;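 active = mean replicate score, as percent of positive control, at or above 50; inconclusive = mean below 50 but at least one replicate at or above 50; inactive = mean and every replicate below 50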
# HSP90 inh: inhibitors of HSP90 luciferase refolding in rabbit reticulocyte lysate; actives 0.91% (n = 290,000); luciferase refolding luminescence, 3 h; inhibition, % at 5.6 µM; AID 1789;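 active = inhibition above the screen-wide mean plus 3 SD, computed separately per campaign, cut at about 16% in these data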;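 note: 0% = DMSO wells and 100% = 60 µM geldanamycin wells; inhibitors lower the luminescence because luciferase stays unfolded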
# AI-2 QS mod: modulates the Vibrio harveyi AI-2 quorum sensing system | Vibrio harveyi JMH597 AI-2 luminescence/OD600 ratio, 9 h; hits give low values; strain lacks LuxN and CqsS sensors; 0 = neutral-control median | activity change, % at 7.5 µM | actives 0.4% (n = 300,000) | AID 2094; in the data active = activity change below about -75%, passing the limit was not always enough; inconclusive = no clear call, values can overlap the other calls;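 note: luminescence divided by OD600 gain over 9 h not by final OD600 alone; inactives centre near 13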
# SKKanGAS inh: SKKanGAS growth inhibition | S. pyogenes SKKanGAS, kanamycin growth, BacTiter-Glo, 6 h | inhibition, % at 7.5 µM | actives 1.3% (n = 300,000) | AID 1662;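 active = mean replicate score, as percent of positive control median, at least 50; inconclusive = mean below 50 but one replicate at or above 50; inactive = mean and every replicate below 50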;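 note: strain carries kanamycin resistance gene driven by streptokinase promoter and grows in 40 µg/ml kanamycin; loss of luminescence reflects streptokinase promoter inhibition or plain growth inhibition; 0% = median of DMSO wells and 100% = positive control at its reference dose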
# HIF activator: HIF pathway transcriptional activation; U2OS HRE-luciferase reporter, luminescence; normalized: DMSO 0%, desferrioxamine 100%; activation, % at 7.5 µM (by protocol); actives 0.32% (n = 300,000); AID 1910;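 active = mean activation of at least 10% of the iron chelator positive control signal, with at least half of replicates also reaching 10%; inconclusive = mean and replicate majority disagree about reaching 10%; inactive = mean and most replicates under 10%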
# IEC-6 tox: kills IEC-6 intestinal cells in KLF5 counter-screen; inhibition, % at 5 µM; actives 0.78% (n = 290,000); IEC-6 cytotoxicity, luminescence viability; in the data active = inhibition above about 22%;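 note: 0% = plate median of test compound wells and 100% = cytotoxic reference compound wells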
# KLF5 inhibitor: inhibitors of KLF5 expression. DLD-1 KLF5 promoter-luciferase reporter, luminescence. inhibition, % at 5 µM. actives 0.23% (n = 290,000). AID 1700;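 active = inhibition above a per-plate limit of that plate's mean compound inhibition plus 3 SD, cut at about 60% in these data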;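 note: 0% = DMSO wells and 100% = LY294002 at 200 µM; higher means less KLF5 promoter-driven luciferase light; inactives centre near -14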
# Active calls of the source: *; u = inconclusive; x = not tested or not shown. Random draw from the library; about 6% have a hit in one of these screens.
(1) Cc1ccc(S(=O)(=O)Nc2cccc(Cl)c2)cc1NC(=O)c1cccnc1
(2) CCOC(=O)N1CCC(NC(=O)C2CCCN(S(C)(=O)=O)C2)CC1 (stereo not given)
(3) CCC(C(=O)Nc1nc(C)cs1)c1ccccc1 (stereo not given)
(4) Cn1c(-c2ccc(Br)o2)nc2ccccc21
(5) Fc1cccc(F)c1-c1nc(-c2ccncc2)no1
(6) CC1(C(=O)O)COC(c2ccc([N+](=O)[O-])cc2)OC1 (stereo not given)
(7) C=CCn1c(=NC(=O)C2CC2)sc2cc(NC(C)=O)ccc21
(8) CN1C(=O)c2ccc(NC(=O)c3c(F)c(F)c(F)c(F)c3F)cc2C1=O
(9) CCOC(=O)c1[nH]nc2c1C(=O)N(CC)C2=O
(10) c1cc2c3c(cccc3c1)NC1(CCC3(CC1)Nc1cccc4cccc(c14)N3)N2
assay / compound	1	2	3	4	5	6	7	8	9	10
HSF1 inh	-6	-26	3	19	18	-3	-55*	-2	-1	-6
HSF-1 act	8	-41	-1	30	13	15	-65	20	-12	-16
aSyn UTR inh	20	-2	13	-60	-142	14	-28	3	-15	56
Platelet DG rel	-3	0	0	14	3	-8	6	x	6	14
HSP90 inh	0	0	2	-1	-3	-2	-1	1	-4	3
AI-2 QS mod	14	29	49	20	20	10	26	7	44	12
SKKanGAS inh	21	3	-6	12	5	-14	-4	-2	2	27
HIF activator	-0.5	0.0	-2.0	1.7	2.4	-0.2	1.3	-1.0	-0.1	-11
IEC-6 tox	1	-5	1	5	2	-2	2	0	-7	10
KLF5 inhibitor	-17	-25	-31	-133	-84	-19	-22	-19	-7	-22

(11) Cc1cc(Br)ccc1NC(=O)CNC(=O)CN1C(=O)NC2(CCCCCC2)C1=O
(12) COc1cc(-c2cc(N)n(S(=O)(=O)c3ccccc3)n2)cc(OC)c1OC
(13) COC(=O)Cc1cc(=O)n2[nH]c(C)c(-c3ccccc3)c2n1
(14) Cc1cccc(NC(=S)N2CCC(N(C)CC3CCCO3)CC2)c1C (stereo not given)
(15) CCOC(=O)c1c(C)c(-c2ccccc2)n(CC(=O)N2CCN(C)CC2)c1C
(16) COc1ccc(CNC(=O)CN(C(=O)c2csnn2)c2ccc(C(C)=O)cc2)cc1
(17) COc1ccc(/C=C(/NC(=O)c2ccccc2)C(=O)NC2CCS(=O)(=O)C2)cc1 (stereo not given)
(18) CCn1ncc([N+](=O)[O-])c1C(=O)Nc1nc2cccc(C)c2s1
(19) COc1cc(OC)c(OC)cc1/C=C1\SC(N2CCCCC2)=NC1=O
(20) CCCCC(=O)Nc1nnc(SCC(=O)NC2CCCC2)s1
assay / compound	11	12	13	14	15	16	17	18	19	20
HSF1 inh	0	22	6	-5	1	3	-14	10	9	8
HSF-1 act	-1	33	-3	-11	15	5	-5	46	-1	14
aSyn UTR inh	10	9	3	12	13	-23	3	4	18	-37
Platelet DG rel	8	0	2	3	-2	0	-11	4	-6	-6
HSP90 inh	0	-3	0	-1	0	-3	1	1	2	1
AI-2 QS mod	21	26	4	13	33	16	9	17	31	-9
SKKanGAS inh	-6	-5	16	8	-2	16	3	12	-2	-25
HIF activator	-0.4	-0.2	-0.1	0.0	0.1	0.5	-0.2	0.5	0.7	-0.3
IEC-6 tox	-1	-4	-8	3	0	-6	1	2	-4	-5
KLF5 inhibitor	4	-4	-30	-32	-4	-23	-29	-17	-27	0

(21) O=C(OCc1cc([N+](=O)[O-])cc2c1OCOC2)c1ccc2ccccc2n1
(22) NC(=O)NC(=O)COC(=O)/C=C/c1cccc(Br)c1
(23) Cc1ccccc1NS(=O)(=O)c1ccc(OCC(=O)N2CCCC2)cc1
(24) COC(=O)c1c(NC(=O)c2nc3ccccc3s2)sc2c1CC(C)(C)NC2(C)C
(25) O=C(Nn1c(-c2ccccc2)nc2ccccc2c1=O)c1ccc([N+](=O)[O-])cc1
(26) COC(=O)c1ccccc1NC(=O)c1noc2c1CC(C(C)(C)C)CC2 (stereo not given)
(27) O=C(OCc1ccc(F)cc1Cl)c1ccccn1
(28) CCc1c(C)sc(NC(=O)CSc2nc3c(c(C(F)(F)F)n2)CCc2ccccc2-3)c1C#N
(29) Cc1cc(=O)oc2c3c(cc(OCC(=O)NCCC(=O)O)c12)OC(C)(C)CC3
(30) CCOc1ccc(/C=C2\CCC(C3CCCC3)C2=O)cc1OC (stereo not given)
assay / compound	21	22	23	24	25	26	27	28	29	30
HSF1 inh	-5	-8	4	-4	9	2	-5	-5	-9	4
HSF-1 act	-7	0	1	-2	19	-4	4	-11	-12	17
aSyn UTR inh	-22	-39	6	104*	-1	-32	-6	47	6	-45
Platelet DG rel	-5	-5	-13	14	-12	-5	-1	2	-7	-3
HSP90 inh	0	1	1	5	2	-1	0	0	-1	-1
AI-2 QS mod	27	12	4	7	12	27	9	x	23	10
SKKanGAS inh	9	9	0	12	5	11	-14	-5	-1	-3
HIF activator	-0.5	-1.0	-0.5	0.1	0.2	-0.5	0.0	0.8	1.0	0.9
IEC-6 tox	2	4	9	1	-4	-3	-2	-1	2	-1
KLF5 inhibitor	6	-6	-5	-29	-28	10	-21	-15	-40	-39

(31) FC(F)Oc1ccc(NC(=S)NCCc2ccccn2)cc1
(32) COc1ccc(C(=O)Nc2ccc3nc(N4CCN(C)CC4)cc(C)c3c2)c(OC)c1
(33) CCCCn1c2c(c3ccccc31)CCc1nonc1-2
(34) CCOC(=O)CNC(=O)CSc1ccc2nnc(-c3ccc(F)cc3)n2n1
(35) Cc1c(NC(=O)c2ccc(CN3CCc4ccccc4C3)cc2)c(=O)n(-c2ccccc2)n1C
(36) O=S(=O)(c1ccc(Cl)s1)N1CCN(c2ncccn2)CC1
(37) Cc1ccc2c(c1)N(CC(=O)Nc1c(C)cccc1C)C(=O)c1cccnc1O2
(38) CCC(=O)c1c[nH]c(C(=O)N2CCOCC2)c1
(39) O=C(O)c1cccc(NC(=O)c2cn(-c3ccccc3)nc2-c2ccncc2)c1
(40) O=[N+]([O-])c1cccc(CN2CCC(Cc3ccccc3)CC2)c1
assay / compound	31	32	33	34	35	36	37	38	39	40
HSF1 inh	3	-2	5	-5	4	14	1	-4	x	-5
HSF-1 act	2	6	12	-6	28	38	4	-4	x	-8
aSyn UTR inh	-13	-78	30	7	-30	-14	5	-1	0	10
Platelet DG rel	-1	1	12	-2	11	0	1	-21	-3	-2
HSP90 inh	0	-2	-1	3	-2	1	-3	-1	-1	-4
AI-2 QS mod	4	1	22	24	26	32	8	11	7	15
SKKanGAS inh	7	4	5	-1	-6	4	4	-2	-15	12
HIF activator	0.6	1.6	-0.1	-0.4	-0.7	-0.4	-0.6	0.2	0.1	-0.3
IEC-6 tox	-3	7	2	1	-2	1	0	-1	-2	-1
KLF5 inhibitor	-46	-15	-7	-9	-2	-25	-21	-32	-7	-6

# 5 of the compounds above, bar-delimited.
entry | Molecule | HSF1 inh | HSF-1 act | aSyn UTR inh | Platelet DG rel | HSP90 inh | AI-2 QS mod | SKKanGAS inh | HIF activator | IEC-6 tox | KLF5 inhibitor
32 | COc1ccc(C(=O)Nc2ccc3nc(N4CCN(C)CC4)cc(C)c3c2)c(OC)c1 | -2 | 6 | -78 | 1 | -2 | 1 | 4 | 1.6 | 7 | -15
33 | CCCCn1c2c(c3ccccc31)CCc1nonc1-2 | 5 | 12 | 30 | 12 | -1 | 22 | 5 | -0.1 | 2 | -7
34 | CCOC(=O)CNC(=O)CSc1ccc2nnc(-c3ccc(F)cc3)n2n1 | -5 | -6 | 7 | -2 | 3 | 24 | -1 | -0.4 | 1 | -9
35 | Cc1c(NC(=O)c2ccc(CN3CCc4ccccc4C3)cc2)c(=O)n(-c2ccccc2)n1C | 4 | 28 | -30 | 11 | -2 | 26 | -6 | -0.7 | -2 | -2
36 | O=S(=O)(c1ccc(Cl)s1)N1CCN(c2ncccn2)CC1 | 14 | 38 | -14 | 0 | 1 | 32 | 4 | -0.4 | 1 | -25

# (further entries)
(41) CCN(CC(=O)Nc1ccc(NC(C)=O)cc1)C(=O)Cc1ccc(Cl)c(Cl)c1
(42) CCCNC(=O)c1nc(C)n(-c2cc(Cl)cc(Cl)c2)n1
(43) Cc1ccc(C(=O)OCC(=O)N(C)C2CCS(=O)(=O)C2)cc1S(=O)(=O)N1CCCCC1 (stereo not given)
(44) CCCOc1ccc(-c2c(C(=O)N/N=C/c3ccccc3)nnn2-c2nonc2N)cc1
(45) Cc1cccc(NC(=O)Nc2ccc3c(c2)CCC3)c1
(46) COc1ccccc1CN(C)CC(=O)NC1CCCc2ccccc21 (stereo not given)
(47) COc1ccc(C(=O)NC(=S)Nc2cc3oc4ccccc4c3cc2OC)cc1
(48) CCOc1ccc(C(C)(C)C)cc1S(=O)(=O)n1nc(C)cc1C
(49) COc1ccc(-c2cc(C(F)(F)F)nc(SCC(=O)NCc3cnn(C)c3C)n2)cc1OC
(50) COc1ccccc1-n1cnc2cc(C(=O)N3CCOCC3)ccc21
assay / compound	41	42	43	44	45	46	47	48	49	50
HSF1 inh	-1	-9	-4	11	7	10	x	-5	-1	-2
HSF-1 act	11	-4	4	12	29	-1	x	11	4	-18
aSyn UTR inh	6	19	-9	14	-116	25	-20	21	16	-6
Platelet DG rel	10	-3	8	10	4	-4	15	4	17	-7
HSP90 inh	6	1	x	0	1	3	6	-1	-2	-4
AI-2 QS mod	14	20	6	-13	u	-1	11	-14	10	1
SKKanGAS inh	-1	-2	-2	9	4	-10	-2	5	-9	9
HIF activator	0.4	-0.2	-0.8	-0.2	4.0	0.0	-0.5	0.4	0.5	0.0
IEC-6 tox	4	4	x	3	90*	4	8	-2	1	3
KLF5 inhibitor	-1	-33	x	-6	-113	11	-9	-7	-32	-33

(51) CCc1ccc(C(=O)N/N=C(\C)c2cccnc2)s1
(52) O=C(CN1CCN(S(=O)(=O)c2ccc(Cl)s2)CC1)NCc1ccc(Cl)cc1
(53) COc1ccc(C(=O)C2CCCN(C3Cc4ccccc4C3)C2)c(OC)c1 (stereo not given)
(54) CCCCN(C(=O)c1cc2ccccc2o1)c1c(N)n(CC(C)C)c(=O)[nH]c1=O
(55) O=C(CCn1c(=O)oc2ccccc21)NCCN1CCOCC1
(56) Cc1cccc(C(=O)NNC(=O)c2ccccc2O)c1
(57) O=C(COC(=O)C1(c2ccccc2F)CCCC1)N1CCOCC1
(58) Cc1cc(Cl)c(S(=O)(=O)NC2CCCCC2)cc1OCC(=O)Nc1nncs1
assay / compound	51	52	53	54	55	56	57	58
HSF1 inh	-1	3	-14	1	1	17	1	10
HSF-1 act	14	6	-8	16	-8	26	-8	-9
aSyn UTR inh	-48	1	0	11	17	-76	21	-5
Platelet DG rel	-4	-5	7	-2	6	-7	9	-8
HSP90 inh	-1	4	3	0	x	2	-2	5
AI-2 QS mod	-4	2	10	7	6	-7	2	11
SKKanGAS inh	-9	-9	-4	-17	-6	8	-3	5
HIF activator	1.5	-0.2	-0.4	-0.5	-0.2	5.2	-0.4	-0.2
IEC-6 tox	6	4	3	2	x	2	-3	2
KLF5 inhibitor	-46	-23	-25	-3	x	-114	-25	-11

# Screens: PubChem, several laboratories
